Screening results: PubChem BioAssay, National Center for Advancing Translational Sciences (NCATS)
ELG1 genotoxic: inducers of genotoxicity in HEK293T ELG1-luciferase cells; Potency, µM (titrated, usually from 46 µM), inactives show top-dose activity change, positive = activation, usual class: activators; 330,000 compounds, 1.3% hits; HEK293T ELG1-luciferase reporter, luminescence, 16 h; AID 504466; further: potency means the concentration at half of the fitted maximal effect; % of control where 0% means no effect; nearly all actives have a fitted effect of over 60% in size
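Quantitative HTS format in 1536-well plates. HEK293T ELG1-luciferase reporter cells receive test compound and are incubated 16 hr at 37 °C, 5% CO2; ONE-Glo added, 30 min room temperature, then luminescence read.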
NPC1 promoter act: activates the NPC1 promoter; Huh7 NPC1 promoter luciferase reporter, 24 h; Potency, µM (doses to about 9.22 µM), for the others: at the highest dose activation, most hits filed as activators; 320,000 compounds, 2.4% hits;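 further: potency means the concentration at half of the fitted maximal effect; % of control where 0% means no effect; nearly all actives have a fitted effect of over 60% in size; reporter is driven by a mutant NPC1 promoter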
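Quantitative HTS used a cell-based reporter: Huh7 cells stably bearing the NPC1 promoter upstream of luciferase were treated with compounds for 24 h, and promoter activation was read as luminescence.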
KCNH2 3.1 block: KCNH2 3.1 (human) potassium channel inhibition | U2OS KCNH2 3.1, thallium flux FluxOr; active compounds read low | activity change, % (tested at about 1.8 µM) | 340,000 compounds, 0.95% hits | AID 720553;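 active means maximum activity change below -70%; inconclusive means maximum activity change from -70% to -50%; inactive means maximum activity change above -50%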;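 further: thallium influx rate constant from kinetic fluorescence after stimulation buffer; on the % scale 0 is the no-effect control and ±100 the full control effect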
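Steps: virus added to U2OS suspension (4 h, RT, dark); medium with 10% FBS added, cells plated, 37 C overnight; FluxOr/Red40 loading buffer 45 min RT; stimulation buffer, 2 min kinetic read; rate constant normalized.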
FLuc modulator: counter-screen for miR-21 project: firefly luciferase inhibitors or activators; 360,000 compounds, 6.9% hits; Potency, µM (highest dose often 57.5 µM), for inactives: at the top dose activity change, negative = inhibition, usual class: inhibitors; P08659; purified FLuc, Km substrates, luminescence inhibition; AID 588342;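 further: potency means the concentration at half of the fitted maximal effect; plate controls were vehicle for no effect and reference inhibitor for full effect; nearly all actives have a fitted effect of over 55% in size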
Target sequence (P08659 whole entry, looked up): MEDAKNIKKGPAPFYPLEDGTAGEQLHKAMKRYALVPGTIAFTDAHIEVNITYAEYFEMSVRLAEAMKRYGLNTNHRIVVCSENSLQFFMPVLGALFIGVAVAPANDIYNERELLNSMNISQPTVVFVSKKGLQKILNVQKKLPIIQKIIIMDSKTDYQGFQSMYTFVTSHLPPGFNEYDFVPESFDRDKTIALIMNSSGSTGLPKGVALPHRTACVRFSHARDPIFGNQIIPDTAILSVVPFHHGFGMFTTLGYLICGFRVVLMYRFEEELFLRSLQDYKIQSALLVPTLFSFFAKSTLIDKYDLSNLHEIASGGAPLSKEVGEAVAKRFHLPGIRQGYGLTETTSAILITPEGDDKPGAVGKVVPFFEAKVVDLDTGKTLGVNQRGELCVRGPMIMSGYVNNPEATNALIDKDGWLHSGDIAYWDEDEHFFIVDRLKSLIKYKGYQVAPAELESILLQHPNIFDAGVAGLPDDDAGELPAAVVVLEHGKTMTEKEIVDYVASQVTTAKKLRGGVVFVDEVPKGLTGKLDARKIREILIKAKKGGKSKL
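Purified P. pyralis luciferase, 10 nM final, with Km-level 10 uM D-luciferin and 10 uM ATP in 50 mM Tris acetate pH 7.5, 10 mM Mg acetate, 0.01% Tween-20, 0.05% BSA; 6-point qHTS titration about 60 µM downward; luminescence read.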
FBPA coupling cs: coupling enzyme interference in Giardia aldolase counter-screen; activity change, negative = inhibition, % at 58.2 µM, hits read low; coupling enzyme system counterscreen, AmpLite Red fluorescence; 290,000 compounds, 0.67% hits; in the data active means activity change below about -30%; further: on the % scale 0 is the no-effect control and ±100 the full control effect
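Counterscreen of the coupled detection system alone, without aldolase: glyceraldehyde-3-phosphate coupling enzymes plus AmpLite Red readout. Compounds at 57.5 uM final, 10 min RT preincubation, 20 min RT reaction, fluorescence 525/598 nm.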
Tb PFK block: inhibitors of T. brucei phosphofructokinase; O15648; T. brucei PFK, ADP-Glo luminescence; Potency, µM (top dose mostly 57.5 µM), for inactives: at the highest dose activity, negative = inhibition, actives largely listed as inhibitors; 330,000 compounds, 0.17% hits; AID 485367;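 further: potency means the concentration at half of the fitted maximal effect; 0% = uninhibited 1x PFK enzyme wells and -100% = no-enzyme wells; nearly all actives have a fitted effect of over 60% in size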
Target sequence (O15648 whole entry, looked up): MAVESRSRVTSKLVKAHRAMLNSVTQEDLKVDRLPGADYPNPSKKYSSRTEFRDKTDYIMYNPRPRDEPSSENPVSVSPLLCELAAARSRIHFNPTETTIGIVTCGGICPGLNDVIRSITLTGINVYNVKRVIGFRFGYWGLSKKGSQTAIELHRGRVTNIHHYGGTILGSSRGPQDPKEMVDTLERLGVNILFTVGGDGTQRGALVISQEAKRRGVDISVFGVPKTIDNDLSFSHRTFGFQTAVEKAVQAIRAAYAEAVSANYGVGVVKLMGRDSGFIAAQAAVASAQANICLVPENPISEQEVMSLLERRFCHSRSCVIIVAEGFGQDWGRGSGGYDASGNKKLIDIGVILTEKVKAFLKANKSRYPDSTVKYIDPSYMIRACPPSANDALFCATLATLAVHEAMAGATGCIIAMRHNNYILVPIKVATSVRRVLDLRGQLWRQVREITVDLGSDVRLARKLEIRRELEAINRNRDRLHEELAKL
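Luminescent ADP detection (ADP-Glo, two-step: ATP depletion then ADP-to-ATP conversion for luciferase) reported PFK activity after 45 min room-temperature reaction of 1.25 nM enzyme with 0.5 mM F6P and 0.1 mM ATP at pH 8.0.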
VP16 counter: counter-screen for ROR gamma inhibitors: Gal4-VP16 reporter | Drosophila S2 Gal4-VP16 UAS-luciferase, luminescence, 20 h | Potency, µM (highest dose often 53.6 µM), inactives show at the highest dose activity, negative = inhibition, most hits filed as inhibitors | 310,000 compounds, 3.5% hits | AID 2546;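 further: Gal4-VP16 expression switched on by copper sulfate through the metallothionein promoter; potency means the concentration at half of the fitted maximal effect; on the % scale 0 is the no-effect control and ±100 the full control effect; nearly all actives have a fitted effect of over 50% in size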
RORgamma inh: inhibitors of mouse ROR gamma transcriptional activity | Potency, µM (top dose mostly 53.6 µM), inactives show at the highest dose activity change, negative = inhibition, actives largely listed as inhibitors | Drosophila S2 Gal4-RORgamma UAS-luciferase reporter, 20 h | AID 2551 | 310,000 compounds, 5.4% hits; further: potency means the concentration at half of the fitted maximal effect; on the % scale 0 is the no-effect control and ±100 the full control effect; nearly all actives have a fitted effect of over 60% in size
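Compounds are pin-transferred onto Drosophila Schneider cells expressing a copper-inducible Gal4–ROR gamma transactivation domain fusion. After 1 hr, copper sulfate is added to 700 uM final; luciferase is read 20 hr later.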
Giardia kill: kills Giardia lamblia. 340,000 compounds, 0.15% hits. AID 540267. Giardia lamblia trophozoite viability. activity change, % at 7.66 µM, hits read low; in the data active means activity change below about -80%; inconclusive means between about -30% and that limit;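 further: parasites exposed to compound for two days anaerobically before the ATP read; on the % scale 0 is the no-effect control and ±100 the full control effect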
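Anaerobic 48 hrs incubation at 37 deg C of 100 trophozoites/well with test compounds; ATPLite 1-Step luminescence, 15-30 min RT, reports cellular ATP as viability.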
Rab9 promoter act: Rab9 promoter activation. Huh7 Rab9 promoter-luciferase reporter, luminescence, 24 h. 320,000 compounds, 2.8% hits. Potency, µM (highest dose often 9.22 µM), without a hit: at the top dose activation, negative = inhibition, usual class: activators; further: potency means the concentration at half of the fitted maximal effect; % of control where 0% means no effect; nearly all actives have a fitted effect of over 60% in size
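Luminescence from Amplite-detected luciferase (10 minutes, ambient) reports Rab9 promoter activation. Before that, stable Rab9-luciferase Huh7 cells (1500/well, reduced-serum OP-MEM I plus 10% FBS) were exposed to compound for 24 hours at 37C.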
uPA surface inh: inhibitors of cell surface uPA generation; 330,000 compounds, 0.31% hits; cell surface uPA generation assay, qHTS; Potency, µM (doses to about 38.3 µM), inactives show at the highest dose activity change, negative = inhibition, actives largely listed as inhibitors; active means well fitted inhibition curve with a large enough effect; inconclusive means small, poorly fitted or top-dose-only effect; inactive means no such curve, though single readings can be large or run the other way; tested in mouse RAW 264.7 cells; further: potency means the concentration at half of the fitted maximal effect; on the % scale 0 is the no-effect control and ±100 the full control effect; nearly all actives have a fitted effect of over 55% in size
Numbers without * were called inactive; ? = inconclusive; / = not tested or not shown; [ ] = dose if it differs, or a comment. Unless noted, the call rests on the fitted dose curve; in most records, active means well fitted curve in the direction sought with a large enough effect; inconclusive means small, poorly fitted or top-dose-only effect, or another doubt; inactive means no such curve, though single readings can be large; an effect the other way counts as inactive or inconclusive.

SMILES	ELG1 genotoxic	NPC1 promoter act	KCNH2 3.1 block	FLuc modulator	FBPA coupling cs	Tb PFK block	VP16 counter	RORgamma inh	Giardia kill	Rab9 promoter act	uPA surface inh
CCN(c1ccccc1)S(=O)(=O)c1ccc(C(=O)N(CCCN(C)C)c2nc3c(C)cccc3s2)cc1	0%	3%	-7	3%	/	0%	?	?	14	-5%	-1%
O=S(=O)(c1ccc(F)cc1)c1nc(-c2ccco2)oc1Nc1ccccc1	4%	1%	-21	?	1	-1%	12%	?	-5	3%	-1%
O=C(c1cccc([N+](=O)[O-])c1)c1ccc2c(c1)C(=O)NC2=O	-4%	-1%	2	0%	5	-7%	-15%	17%	5	-2%	-3%
COc1ccc(N2CCN(C(=O)c3ccc(S(=O)(=O)N4CCCCCC4)cc3)CC2)cc1	-1%	0%	-7	2%	/	-4%	/	/	4	-6%	6%
CCN(CC)CCOc1c(Br)ccc2c1sc1nc3n(c(=O)c12)CCC3	?	-1%	-8	-2%	1	4%	-12%	-1%	15	-3%	-7%
COCC(=O)Nc1nnc(SCC(=O)N2C(C)CCCC2C)s1 (centres undefined)	-4%	0%	16	-1%	-1	7%	9%	-15%	0	-4%	-3%
Cc1ccccc1Nc1c([N+](=O)[O-])cncc1[N+](=O)[O-]	-1%	-6%	-4	3%	-6	-2%	?	?	14	4%	-1%
COC(=O)C1C/C(=N\NS(=O)(=O)c2ccc(C)cc2)c2sccc2C1 (centres undefined)	1%	0%	-3	1%	-3	-6%	-3%	-10%	10	-3%	0%
Fc1ccc(CSc2ncnc3ccccc23)cc1	-11%	-2%	-7	-17%	-1	-23%	0%	15%	4	-2%	-1%
O=C1NC2c3ccccc3C(=O)N2c2c1cnn2-c1ccccc1 (centres undefined)	0%	-1%	9	0%	0	1%	-10%	6%	-17	-3%	-10%
CC(=O)Nc1ccc(OCC(O)Cn2cnc3ccccc32)cc1 (centres undefined)	0%	2%	-5	5%	2	-4%	-3%	-8%	10	3%	1%
CN1CCN(NC(=O)C2CC2)CC1	2%	1%	5	0%	6	-1%	-12%	-17%	8	5%	-11%
O=S(=O)(NCCc1ccccc1)c1ccc(F)cc1	2%	-1%	23	3%	2	1%	3%	21%	18	4%	-8%
CC(C)(C)C(=O)OCCn1c(=O)c2cc3c(=O)n(CCOC(=O)C(C)(C)C)c(=O)c3cc2c1=O	2%	-4%	1	0%	2	-5%	-2%	-6%	-3	17%	-1%
Cc1ccc(C)c(S(=O)(=O)N2CCCCC2CCNC(=O)C(=O)NCc2ccncc2)c1 (centres undefined)	-2%	-2%	-5	1%	/	0%	/	/	9	-11%	-6%
CCOc1ccc(C(=O)NC(C(=O)NCCc2ccc(S(N)(=O)=O)cc2)C(C)C)cc1 (centres undefined)	2%	0%	-10	0%	0	2%	9%	-17%	11	3%	/
COc1ccc(-n2nc3c(c2NC(=O)c2ccc(S(=O)(=O)N4CCOCC4)cc2)CS(=O)(=O)C3)cc1	1%	-2%	6	2%	0	1%	-1%	8%	1	-7%	-1%
Cc1[nH]c2ccccc2c1Cc1nnc(SCCC#N)o1	-1%	-6%	6	-3%	13	-1%	4%	?	-27	-1%	0%
O=c1c(-c2ccccc2)c(O)nc(SCCN2CCOCC2)n1-c1ccccc1	1%	2%	0	5%	1	-4%	-1%	1%	15	-2%	2%
COC(=O)CCCn1nc(NC(=O)c2ccco2)cc1C	7%	3%	3	-4%	2	-5%	-15%	5%	-6	20%	-3%
Nc1nc(-c2ccccc2)c(N=Nc2ccc(Cl)cc2)s1	-1%	-1%	-2	-7%	1	-1%	-1%	3%[10 µM]	-22	-4%	1%
CC(CNC(=O)c1ccc(C#N)cc1)NC(=O)c1ccc(C#N)cc1 (centres undefined)	0%	-1%	?	0%	-3	0%	-1%	11%	-8	0%	11%
Cc1ccc(-c2nn(Cc3ccccc3)cc2/C=C/C(=O)O)cc1	-1%	1%	-2	-7%	1	-2%	-3%	?	-18	3%	-1%
CCCCC1CCC(C(=O)N(C)CC(=O)Nc2cccc(OC)c2)CC1 (centres undefined)	-5%	-1%	-8	0%	/	-3%	/	/	?	-1%	25%
O=C(Cc1cn2ccsc2n1)NCc1ccccc1	-2%	4%	-8	-1%	2	0%	7%	40%	4	7%	5%
CCOC(=O)c1csc(N)c1-c1ccc([N+](=O)[O-])cc1	-2%	1%	-9	-11%	-4	-5%	-3%	2%	-19	-5%	-4%
COCCNC(=S)NC1CC2CCCC(C1)N2Cc1ccco1 (centres undefined)	-2%	2%	-9	-1%	2	3%	-18%	-1%	3	2%	0%
O=C(NCCn1c(-c2ccncc2)nc2ccccc21)[C@H]1CCCN1c1nc(CN2CCCCC2)cs1	-1%	-2%	-22	-1%	-2	-3%	-7%	-11%	?	2%	0%
CC(=O)N1CCN(C(=O)COC(=O)COc2c(C)cc(C)cc2C)CC1	0%	1%	-3	9%	/	-20%	/	/	21	-8%	3%
Cc1cccc(-n2cc(CNCCc3nc(C)cc(C)n3)c(-c3cccc(F)c3)n2)c1	-6%	-7%	-2	15µM*	0	0%	-13%	-35%	11	-5%	?
O=C1Nc2ccccc2C12OCC1(CO2)COC2(OC1)C(=O)Nc1ccccc12 (centres undefined)	4%	-3%	11	0%	10	-1%	-9%	30%	-2	-4%	4%
CC(C)C(=O)NCCCc1ccccc1	0%	-5%	7	6%	4	1%	-6%	1%	1	1%	1%
O=c1c2ccccc2nc(SCCN2CCCCC2)n1CCc1ccccc1	1%	0%	-26	?	-3	5%	7%	1%	-5	0%	-7%
COc1coc(C(O)CN)cc1=O (centres undefined)	0%	5%	/	3%	-1	-1%	1%	45%	9	0%	3%
CCn1c(=O)cc(SCC(=O)Nc2ccc(Cl)cc2)c2ccccc21	-4%	2%	-29	3%	1	-3%	-9%	19%	0	-1%	1%
O=C(NCC(=O)N1CCCCCCC1)c1ccccc1Cl	10%	1%	1	?	/	-1%	/	/	-14	19%	19%
O=C(c1ccc([N+](=O)[O-])s1)N1CCN(c2cccc(Cl)c2)CC1	-2%	1%	-4	-1%	1	-10%	-19%	-24%	?	-2%	?
Cn1c(C(=O)NCC2CCCO2)cc2c(=O)n3ccccc3nc21 (centres undefined)	14%	22%	-5	-19%	-2	1%	-3%	13%	-1	18%	2%
Cc1ccc(NC(=O)C2CC(=O)Nc3ncnn32)c(C)c1 (centres undefined)	0%	-3%	9	-1%	1	20%	-5%	-16%	3	-3%	4%
Cn1c(/N=C/c2c(O)ccc3ccccc23)nc2ccccc21	16%	-2%	-2	?	-79*	-4%	0%	21%	-6	0%	/
COc1cccc(/C=N/NC(=O)NC2CCCCC2)c1O	?	?	-1	17µM*	0	2%	8.9µM*	6.3µM*	24	?	-13%
O=C(NC1CCCC1)C(c1ccncc1)N(CC1CCCO1)C(=O)Cn1nnc(-c2cccs2)n1 (centres undefined)	0%	1%	13	2%	0	-3%	2%	0%	13	-4%	-1%
CC1=NN(c2ccc(Cl)c(C(=O)O)c2)C(=O)/C1=C\c1ccc(-c2ccc(C(=O)O)cc2)o1	1%	0%	-5	27µM*	-18	-15%	-5%	-7%	-3	5%	-1%
FCCCOc1ccc(-c2nccc(-c3ccccn3)n2)cc1	?	-1%	-2	19µM*	0	11%	21%	20%	-14	-1%	8%
CN(C)/C=C(/C(=O)c1ccccc1)n1cncn1	0%	-1%	14	0%	4	0%	3%	-7%	7	-3%	-1%
C#CCN(C(=O)Nc1ccccc1)c1ccccc1	5%	0%	4	-9%	-1	-6%	4%	-5%	-3	-1%	1%
Cc1cccc(-n2nnnc2SCC(=O)Nc2cccc(S(N)(=O)=O)c2)c1	-2%	2%	-5	1%	7	0%	2%	32%	0	-3%	-4%
COc1cc2nc(N(CCN(C)C)C(=O)c3ccc(S(=O)(=O)N(C)CC4CCCO4)cc3)sc2cc1OC (centres undefined)	1%	-2%	-5	5%	0	-3%	-1%	7%	-3	14%	11%
O=C(NC(=S)Nc1cc(S(=O)(=O)N2CCOCC2)ccc1N1CCOCC1)C1CCCC1	1%	-1%	/	0%	3	2%	13%	?	/	-8%	/
O=C(c1cc2ccccc2oc1=O)N(Cc1ccccc1)Cc1ccc2c(c1)OCO2	-11%	1%	-35	3%	1	0%	-7%	22%	8	-1%	-1%
C=CCOc1ccc(C2C(C(=O)c3ccco3)=C(O)C(=O)N2CCCN(CC)CC)cc1 (centres undefined)	-3%	0%	5	1%	1	1%	9%	-34%	-4	7%	1%
